RBBP9 inh = human RBBP9 inhibitors, primary screen, biochemical, fluorescence polarization, FP-Rh probe, HTS | Serine hydrolase RBBP9 (Homo sapiens), O75884 | recombinant RBBP9 | inhibition, % at 7.94 µM | hit rate 0.2% among 220,000 | AID 1515, 2009;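 active means inhibition above the campaign mean of all tested compounds plus 3 SD, cut at about 14% in these data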;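 further: plate controls were DMSO wells with RBBP9 for no effect and wells lacking RBBP9 protein for full effect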
Target sequence (O75884 whole entry, looked up): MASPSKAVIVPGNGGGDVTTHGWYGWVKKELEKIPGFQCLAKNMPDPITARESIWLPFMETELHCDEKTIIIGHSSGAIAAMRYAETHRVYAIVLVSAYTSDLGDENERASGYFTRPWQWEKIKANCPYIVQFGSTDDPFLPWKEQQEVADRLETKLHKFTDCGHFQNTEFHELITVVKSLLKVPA
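Test system – recombinant human RBBP9 · Input – RBBP9 2.5 µM in dispensing solution, pre-mixing · Medium – Tris buffer pH 8.0, NaCl, Pluronic · Schedule – preincubation 30 min plus labeling 45 min at 25 °C · Measured by – fluorescence polarization · Measure – % inhibition · Controls – DMSO and no-protein wells · Replicates – one well per compound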
Runt-SMMHC FRET = inhibitors of RUNX1 Runt–CBFb-SMMHC binding, primary screen, biochemical, FRET, Cerulean-Runt, Venus-CBFb-SMMHC, uHTS. Runt-related transcription factor 1 (Homo sapiens) + Core-binding factor subunit beta …. Cerulean-Runt/Venus-CBFb-SMMHC FRET ratio 530/480, 1 h. inhibition, % at 20 µM. hit rate 0.74% among 220,000. AID 1434, 2008;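 active means mean inhibition across duplicate retests at 20 µM reaching about 50%, limit read from the data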;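 further: 0% = DMSO wells and 100% = wells with excess untagged CBFb-SMMHC; inhibitors lower the FRET ratio by blocking Runt binding to CBFb-SMMHC; some results filed as inactive read as strong as hits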
Runt-CBFb FRET = inhibitors of RUNX1 Runt–CBFb binding, primary screen, biochemical, FRET, Cerulean-Runt, Venus-CBFb, uHTS | Runt-related transcription factor 1 (Homo sapiens) + Core-binding factor subunit beta … | Cerulean-Runt/Venus-CBFb FRET ratio 530/480, 1 h | inhibition, % at 20 µM | hit rate 0.46% among 220,000 | AID 1496, 2009;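 active means inhibition over about 50% at 20 µM in the single-dose screen, limit read from the data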;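 further: 0% = DMSO wells and 100% = excess unlabeled CBFb competitor control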
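Assay system: Cerulean-tagged RUNX1 Runt domain (FRET donor) fusion protein / Amount: 100 nM each of Venus-CBFb and Cerulean-Runt domain / Medium: Tris buffer pH 7.5 with salts and BSA / Also added: Venus-CBFb 100 nM / Schedule: 1 h complex formation plus 1 h compound treatment, room temperature / Signal: FRET fluorescence / Read-out: loss of energy transfer signal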
NPY Y1 blocker = NPY-Y1 receptor antagonists, primary screen, cell-based. Neuropeptide Y receptor type 1 (Homo sapiens), P25929. HEK293-CNG Y1 cells, membrane potential fluorescence; NPY at EC95, then isoproterenol. inhibition, % at 3.6 µM. hit rate 1% among 200,000;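 active means inhibition above the campaign mean inhibition of all tested compounds plus 3 SD, cut at about 20% in these data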;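 further: 0% = DMSO wells given NPY plus isoproterenol and 100% = isoproterenol alone without NPY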
Target sequence (P25929 whole entry, looked up): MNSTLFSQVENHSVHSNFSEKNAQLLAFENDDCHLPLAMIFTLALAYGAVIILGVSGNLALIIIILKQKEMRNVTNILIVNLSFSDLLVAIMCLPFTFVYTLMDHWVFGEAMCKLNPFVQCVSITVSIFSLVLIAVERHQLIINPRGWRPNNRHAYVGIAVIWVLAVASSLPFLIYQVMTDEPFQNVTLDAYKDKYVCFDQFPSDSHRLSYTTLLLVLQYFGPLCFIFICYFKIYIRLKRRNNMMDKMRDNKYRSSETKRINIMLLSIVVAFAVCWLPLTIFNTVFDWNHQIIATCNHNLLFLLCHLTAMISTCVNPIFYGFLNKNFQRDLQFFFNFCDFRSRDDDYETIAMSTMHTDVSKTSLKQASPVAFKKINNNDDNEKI
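material = HEK293 cells with Y1 receptor plus CNG channel | also added = NPY 25 nM then isoproterenol 1 µM plus Ro 20-1724 25 µM | schedule = dye 3 h, compound 60 min room temperature, stimulation 45 min | measured by = membrane potential fluorescence | benchmarks = high control isoproterenol alone, low control NPY with isoproterenol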
p97 ATPase inh = inhibitors of human p97 ATPase, primary screen, biochemical; inhibition, % at 8 µM; hit rate 0.42% among 220,000; Transitional endoplasmic reticulum ATPase (Homo sapiens), P55072; recombinant p97 ATPase, Kinase-Glo ATP luminescence, 3 h; in the data active means inhibition above about 15%;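 further: 0% = DMSO vehicle and 100% = wells lacking enzyme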
Hck-Nef inh = inhibitors of Nef-activated human Hck kinase, primary screen, biochemical, Z-Lyte FRET, 384-well, Hck-YEEI; Tyrosine-protein kinase HCK (Homo sapiens), P08631; Recombinant Hck-YEEI plus Nef, Z-Lyte FRET kinase assay; inhibition, % at 20 µM; hit rate 0.68% among 220,000; AID 463187, 2010;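 active means Hck-Nef kinase inhibition above about 50%, limit read from the data; inactive means inhibition below that limit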;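 further: 0% = DMSO with Hck plus Nef and 100% = Hck alone without Nef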
Mdm2 ligase inh = MDM2-luciferase reporter signal enhancers, primary screen, MDM2 E3 ligase inhibitor project, cell-based, luminescence, 1536-well; E3 ubiquitin-protein ligase Mdm2 (Homo sapiens), Q00987; cell-based MDM2 ubiquitination luciferase reporter, 2 h; 0 = plate control, 100 = twice control, blank-subtracted; signal enhancement, % at 5 µM; hit rate 0.11% among 210,000; AID 1230, 2008;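 active means signal enhancement of 30% or more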;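 further: luminescence tracks abundance of the self-degrading MDM2-luciferase fusion protein; higher signal means inhibition of MDM2 E3 ligase activity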
Target sequence (Q00987 whole entry, looked up, the tested form may be a part): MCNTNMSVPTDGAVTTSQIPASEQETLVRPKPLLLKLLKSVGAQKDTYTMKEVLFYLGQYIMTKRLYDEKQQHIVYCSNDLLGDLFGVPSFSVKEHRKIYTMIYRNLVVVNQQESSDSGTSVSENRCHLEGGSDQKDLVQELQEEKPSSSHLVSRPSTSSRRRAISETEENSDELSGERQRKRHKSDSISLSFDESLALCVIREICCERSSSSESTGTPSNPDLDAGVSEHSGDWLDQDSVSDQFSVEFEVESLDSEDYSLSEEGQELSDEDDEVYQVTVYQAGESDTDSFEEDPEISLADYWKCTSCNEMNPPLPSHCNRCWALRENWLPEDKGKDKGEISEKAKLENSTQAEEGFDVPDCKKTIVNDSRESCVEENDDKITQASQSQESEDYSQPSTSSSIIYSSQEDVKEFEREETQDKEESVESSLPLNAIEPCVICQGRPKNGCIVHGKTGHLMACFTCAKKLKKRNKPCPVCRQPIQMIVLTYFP
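Buffer or medium: Cells held in DMEM | Assay system: Stable mammalian line carrying autodegrading MDM2–luciferase fusion reporter | Quantity: 2000 cells/well | Times: 4 h settle plus 2 h compound, 37 °C | Doses: One concentration, 5 µM, with 0.2% DMSO | Technique: Luminescence with SteadyLite reagent, 15 min at room temperature | Benchmarks: Plate controls and plate blanks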
NPY-Y1 PAM-ag = NPY-Y1 receptor potentiators or agonists, primary screen, cell-based | hit rate 0.37% among 220,000 | activation, % at 3.6 µM | AID 1304, 2008 | NPY-Y1 expressing cells, potentiator/agonist activation; in the data active means activation above about 33%, passing the limit was not always enough;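 further: cells stimulated with NPY at EC10 then isoproterenol at EC100; 0% = low agonist plus stimulus and 100% = saturating agonist plus stimulus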
NPY2 pot ag = NPY-Y2 potentiators or agonists, primary screen, cell-based | Neuropeptide Y receptor type 2 (Homo sapiens), P49146 | cells expressing NPY-Y2, potentiator/agonist read-out | activation, % at 3.6 µM | hit rate 0.45% among 220,000; in the data active means activation above about 27%;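 further: cells stimulated with NPY near EC25 plus isoproterenol at EC100; 0% = vehicle plus submaximal agonist and 100% = vehicle plus saturating agonist; some results beyond the cut were filed as inactive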
* = called active by the depositor; . = no result given.

SMILES	RBBP9 inh	Runt-SMMHC FRET	Runt-CBFb FRET	NPY Y1 blocker	p97 ATPase inh	Hck-Nef inh	Mdm2 ligase inh	NPY-Y1 PAM-ag	NPY2 pot ag
CNC(=S)N1CCN(c2ccc(OC)cc2)CC1	-13.0	-2.8	-0.5	0.6	3.6	3.3	-8.7	0.3	1.7
Cc1ccccc1C(=O)NC(C(=O)Nc1nc2c(s1)CCCC2)C(C)C (stereo unspecified)	-0.9	3.0	-0.1	-0.2	-0.8	3.5	1.8	-30.2	-4.9
Cc1cccc2[nH]c(CN(C)C(=O)CC3C(=O)NCCN3CC(C)(C)C)nc12 (stereo unspecified)	-0.4	1.0	0.2	2.7	5.3	-27.9	8.1	9.2	-4.3
CSc1ccc(S(=O)(=O)Nc2ccc3c4c(cccc24)CC3)cc1	-10.2	-1.0	-0.5	-0.8	3.9	0.0	-17.4	-10.2	-12.9
CCn1nnc(NC(=O)c2cccnc2Cl)n1	-4.0	-2.4	-1.4	5.5	-3.1	1.9	-4.1	4.0	1.5
CCSc1nc2c(c(=O)[nH]c(=O)n2C)n1CC(O)COc1ccccc1C (stereo unspecified)	-8.7	-5.9	-3.8	3.9	-2.2	2.7	-7.8	25.4	20.9
O=C(CCS(=O)(=O)Cc1ccccc1)Nc1nc2c(s1)CCCC2	-1.3	-1.5	0.3	-0.5	-6.6	-0.8	-4.0	-30.2	-19.8
Cc1ccc(S(=O)(=O)NC(C(=O)O)c2ccccc2)cc1 (stereo unspecified)	4.3	3.0	3.2	3.5	3.0	18.4	3.9	15.0	6.5
Nc1c2c(nc3sc4c(c13)CCCC4)-c1ccccc1CC2	-5.6	0.8	-0.7	.	3.5	15.3	-30.6	-6.0	0.1
CC(OC(=O)c1nn(C)c(=O)c2ccccc12)C(=O)NCc1ccc2c(c1)OCO2 (stereo unspecified)	-5.0	1.6	-0.8	3.1	1.9	-0.4	-17.0	-47.4	-6.7

SMILES	RBBP9 inh	Runt-SMMHC FRET	Runt-CBFb FRET	NPY Y1 blocker	p97 ATPase inh	Hck-Nef inh	Mdm2 ligase inh	NPY-Y1 PAM-ag	NPY2 pot ag
O=C(CP(=O)(c1ccccc1)c1ccccc1)N1CCCCC1	3.2	-4.2	0.8	1.5	2.8	3.7	2.9	-30.0	11.0
Cc1cccc(-c2nnn(C/C(N)=N/O)n2)c1	-0.8	.	.	-2.4	1.9	19.7	11.3	6.5	0.1
Cc1cccc(NC(=O)CN2C(=O)N/C(=C\c3cccn3-c3cccc(C(=O)O)c3)C2=O)c1	-2.5	21.4	-1.8	1.0	4.8	25.6	0.0	11.4	6.5
Cc1ccc(-c2noc(CN(C(=O)CCN3C(=O)c4ccccc4C3=O)C(C)C)n2)cc1	-6.8	-4.0	23.0	1.8	1.8	7.2	0.2	-5.9	-16.1
COc1ccc(OC)c(C(=O)c2ccc(C(=O)Nc3cccc4ccccc34)cc2)c1	-8.2	1.9	1.6	0.8	-1.3	0.2	-11.6	4.5	2.2
Cn1c(SCc2ccccn2)nnc1-c1ccccc1	0.6	-6.7	1.5	-1.0	6.2	8.3	8.1	4.2	-0.8
CCSc1nc2c(c(=O)[nH]1)C(c1ccncc1)C(C(=O)OC)=C(C)N2 (stereo unspecified)	0.2	0.1	0.4	-3.8	2.6	-0.2	-10.9	-11.8	-10.2
COC(=O)[C@@H](NC(=O)Nc1ccccc1F)C(C)C	-1.1	-0.4	15.6	-4.0	4.5	1.7	-13.2	-9.9	4.8
COc1cc2cc(CN(C(=O)NC3CCCCC3)C3CCCC3)c(=O)[nH]c2cc1OC	-4.6	-0.6	-1.3	1.1	4.5	0.8	-4.4	-5.3	-8.0
O=C(CCCN=C1NS(=O)(=O)c2ccccc21)OCC(=O)N1CCc2ccccc21	-6.4	2.8	-0.9	-2.5	-0.9	1.3	-38.9	-6.7	-16.9

SMILES	RBBP9 inh	Runt-SMMHC FRET	Runt-CBFb FRET	NPY Y1 blocker	p97 ATPase inh	Hck-Nef inh	Mdm2 ligase inh	NPY-Y1 PAM-ag	NPY2 pot ag
OC(CN1CCCCC1)CN1CCCCC1	4.1	-3.0	-0.9	2.0	-5.2	-0.3	-20.0	-4.4	-22.1
C/C=C(\C)CN1CCN(c2ccc(C)cc2)CC1	-5.4	0.0	0.1	-1.9	-2.5	-17.5	15.3	-2.5	-10.5
CSc1nc(C)c2c(n1)N(c1ccc(C(C)C)cc1)CC2	-4.4	-7.9	-6.9	4.1	0.9	0.1	-18.9	1.8	-7.3
COc1ccnc(Oc2ccccc2)c1C(=O)N/C=N/OCc1ccccc1	1.4	3.8	-2.2	1.9	-2.2	4.2	-7.2	2.6	-9.1
CCn1c(=O)cc(OCC(=O)NC2CCCCC2)c2ccccc21	3.5	-5.5	-0.6	-1.1	-1.6	2.1	.	1.4	2.5
Cc1ccc(CNC(=O)c2ccc(N3CCCC3=O)cc2)cc1	-3.3	3.1	0.4	4.5	3.2	0.5	3.5	3.5	4.7
Cc1nn2c(Nc3ccc(F)cc3)c3c(nc2c1-c1ccccc1)CCC3	-4.4	-0.8	0.5	-1.9	6.4	3.1	-14.8	-20.8	9.6
COc1ccc(/C=N/n2c(C)nnc2C)c(OC)c1	-9.4	-12.1	-1.7	-1.2	0.3	2.9	-3.4	4.7	9.6
Cc1cc(/C=C2/NC(=O)NC2=O)c(C)n1-c1ccncc1	-5.5	-7.6	-3.3	1.8	2.2	41.1	-6.5	-3.6	4.5
O=S(=O)(NC1CCCCC1Nc1ccccc1)c1ccccc1 (stereo unspecified)	-2.5	1.8	-0.8	0.8	-0.9	0.9	.	2.2	2.5

SMILES	RBBP9 inh	Runt-SMMHC FRET	Runt-CBFb FRET	NPY Y1 blocker	p97 ATPase inh	Hck-Nef inh	Mdm2 ligase inh	NPY-Y1 PAM-ag	NPY2 pot ag
Cc1cc(Cl)ccc1C(=O)C1CCCN(C(=O)CCN2CCCO2)C1 (stereo unspecified)	-4.7	1.5	-1.0	0.5	2.4	-8.9	15.6	6.5	-3.0
Cc1cc(C(=O)Nc2nnc(C3CCCCC3)s2)cs1	-8.1	-1.4	-0.2	-3.0	-1.3	-6.5	-5.4	5.8	-4.8
C(=C\c1ccccc1)/C=N/Nc1nc(N2CCCCC2)nc(N2CCCCC2)n1	-2.1	-6.9	-4.0	6.2	4.3	0.6	-3.6	-7.1	-2.1
Cc1ccc(-n2c(SCC(=O)Nc3cccc(S(N)(=O)=O)c3)nc3ccccc32)cc1	-19.3	-0.7	-3.4	3.4	7.8	8.5	4.2	12.8	-2.8
CCCCNC(=O)CCC(=O)NNc1nc2ccccc2c2nc(-c3ccccc3)nn12	-6.7	-7.5	-2.4	4.0	2.6	4.2	-29.2	-9.0	6.8
COc1ccc(C2C(C(=O)N3CCN(C)CC3)c3cc(OC)c(OC)cc3C(=O)N2C)cc1 (stereo unspecified)	8.6	-1.6	2.8	-1.4	4.0	21.7	30.6*	-14.0	-6.7
NC(=O)c1ccccc1NS(=O)(=O)c1ccc(F)cc1	-11.0	-1.4	1.1	4.3	4.5	21.4	-9.0	2.7	10.7
Cc1cc(C)nc(NC(=S)Nc2ccc(F)cc2F)c1	-5.3	-0.8	6.7	7.9	2.1	-2.8	-12.2	-8.6	4.4
COc1ccc(C(CCNC(C)c2ccccc2)c2ccc(F)cc2)cc1 (stereo unspecified)	-9.2	1.1	1.9	11.0	-2.4	1.6	-14.6	-5.9	-0.5
CCc1cc2c(N3CCN(C(=O)c4ccco4)CC3)ncnc2s1	-8.3	2.5	0.4	-3.4	3.4	18.1	-11.0	11.0	-1.8

SMILES	RBBP9 inh	Runt-SMMHC FRET	Runt-CBFb FRET	NPY Y1 blocker	p97 ATPase inh	Hck-Nef inh	Mdm2 ligase inh	NPY-Y1 PAM-ag	NPY2 pot ag
Cc1cc(C)c(NC(=O)/C=C\C(=O)O)c(Cl)c1	-10.4	2.1	-1.0	-7.2	0.7	1.8	4.6	23.4	-7.2
O=S(=O)(Nc1nc2ccccc2nc1Nc1ccc(N2CCOCC2)cc1)c1cc(Cl)ccc1Cl	-4.4	-7.4	2.3	-5.9	-3.6	-0.8	-4.5	3.7	8.4
O=C(NC1CCCC1)C(c1ccco1)N(Cc1ccccc1)C(=O)c1csnn1 (stereo unspecified)	-9.2	-0.1	-0.8	30.3*	-9.7	-0.3	-7.3	0.1	-1.3
Cc1ccc2cc(-c3noc(C4CCCO4)n3)c(=O)[nH]c2c1 (stereo unspecified)	-6.5	2.2	2.6	2.2	-0.6	15.7	-16.9	-6.0	-12.4
CCOC(=O)C1=C(N)Oc2ccc3ccccc3c2C1c1cccnc1 (stereo unspecified)	-6.6	-0.6	-2.0	9.0	-1.4	4.5	.	-37.5	1.4
CC1(C)OC(c2ccccc2)=C/C(=C/C=N/NC(=O)c2ccncc2)O1	-7.2	-12.7	-8.0	5.0	6.2	16.5	-11.1	9.4	-7.5
Cc1ccc(OCC(=O)Nc2cccc(S(=O)(=O)N3CCCCC3)c2)c([N+](=O)[O-])n1	2.1	0.1	2.1	-0.9	1.1	0.0	-12.2	-12.4	4.0
Cc1cccc(Cn2nc(-n3cccc3)c3c(C)cc(C)nc32)c1	-8.7	-2.6	0.7	7.2	-1.9	18.1	3.4	2.8	2.3
Cc1ccc(S(=O)(=O)N(CC(=O)NC2CCCCCC2)c2ccccc2F)cc1	-4.1	1.2	-2.4	-2.5	-2.8	-0.5	-11.6	1.0	2.3
COc1cc(OC)cc(C(=O)N2CCN(C(=O)c3cccc(F)c3)CC2)c1	-6.2	-1.2	0.1	-0.5	5.2	0.3	-19.0	3.1	9.2

Bioassay records from PubChem.

Compounds as they come (roughly 3.5% active in at least one column).
